ZTA counter = counter-screen for EBNA-1 inhibitors: inhibitors of Epstein-Barr virus ZTA. P03206. ZTA-DNA binding, fluorescence polarization. inhibition, % at 11 µM. 320,000 compounds, 0.15% hits. AID 2234; in the data active = inhibition above about 33%
EBNA-1 inh = blocks EBNA-1 binding to DNA. EBNA-1 DNA binding, fluorescence polarization. inhibition, % at 14.8 µM. 300,000 compounds, 0.34% hits. AID 1950; in the data active = inhibition above about 28%
TPT1 inh = blocks Candida albicans tRNA 2'-phosphotransferase; recombinant caTPT1, FP RNA substrate dephosphorylation; inhibition, % at 5 µM; 300,000 compounds, 0.81% hits; AID 1962;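 active = inhibition above the mean of all tested compounds plus 3 SD, set per screening campaign, cut at about 24% in these data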;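 note: plate controls were DMSO alone for no effect and ferristatin control at 100 nM for full effect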
Yeast superoxide = lowers age-related superoxide in aged yeast cells; 330,000 compounds, 0.18% hits; S. cerevisiae aged cells, superoxide DHE fluorescence; hits give low values; superoxide response (% of plate mean), % at 10 µM;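 active = superoxide response under a set limit, about three screen SD below normal, cut at about 65% in these data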;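 note: yeast aged for seven days with compound at 30 °C before DHE staining; 100% = average MFI of all compound-treated wells on the plate with controls excluded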
PP5 inh = blocks human protein phosphatase 5 activity; inhibition, % at 6.7 µM; 320,000 compounds, 0.18% hits; purified PP5c, OMFP substrate fluorescence; P53041;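 active = inhibition above the campaign's mean inhibition across all tested compounds plus 3 SD, cut at about 9.5% in these data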;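 note: 0% = DMSO only and 100% = 100 µM cantharidin control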
Target sequence (P53041 whole entry, looked up): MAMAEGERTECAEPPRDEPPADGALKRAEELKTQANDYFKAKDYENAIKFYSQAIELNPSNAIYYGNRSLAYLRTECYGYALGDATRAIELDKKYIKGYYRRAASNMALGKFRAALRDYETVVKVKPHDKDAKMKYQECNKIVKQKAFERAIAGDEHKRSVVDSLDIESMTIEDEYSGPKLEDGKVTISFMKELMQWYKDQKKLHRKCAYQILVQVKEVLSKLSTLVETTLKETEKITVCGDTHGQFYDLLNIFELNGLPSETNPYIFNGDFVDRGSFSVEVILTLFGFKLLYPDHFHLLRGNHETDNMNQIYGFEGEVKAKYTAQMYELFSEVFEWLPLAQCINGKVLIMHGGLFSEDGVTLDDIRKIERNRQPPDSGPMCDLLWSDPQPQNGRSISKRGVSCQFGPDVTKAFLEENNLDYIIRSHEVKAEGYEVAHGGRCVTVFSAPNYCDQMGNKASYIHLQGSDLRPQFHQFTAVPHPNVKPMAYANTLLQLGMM
GASC-1 inh = blocks human GASC-1 demethylase activity; GST-JMJD2C(1-420) H3K9me3 demethylation, DELFIA europium; 330,000 compounds, 0.069% hits; inhibition, % at 2.35 µM; Q9H3R0; AID 2099;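 active = more than half of a compound's replicate wells show inhibition beyond 50%, single wells judged on their own value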;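 note: signal counts dimethyl H3K9 product captured on neutravidin plate; 0% = median of DMSO wells and 100% = 0.3 times that DMSO median; strong numbers were not always called active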
PP1 counter = blocks human PP1-alpha phosphatase, a PP5 counter-screen; inhibition, % at 6.7 µM; AID 2235; 320,000 compounds, 0.9% hits; purified PP1alpha, OMFP fluorescence; P62136;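 active = inhibition above the mean inhibition of all tested compounds plus 3 SD, computed separately for each screening campaign, cut at about 15% in these data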
Target sequence (P62136 whole entry, looked up): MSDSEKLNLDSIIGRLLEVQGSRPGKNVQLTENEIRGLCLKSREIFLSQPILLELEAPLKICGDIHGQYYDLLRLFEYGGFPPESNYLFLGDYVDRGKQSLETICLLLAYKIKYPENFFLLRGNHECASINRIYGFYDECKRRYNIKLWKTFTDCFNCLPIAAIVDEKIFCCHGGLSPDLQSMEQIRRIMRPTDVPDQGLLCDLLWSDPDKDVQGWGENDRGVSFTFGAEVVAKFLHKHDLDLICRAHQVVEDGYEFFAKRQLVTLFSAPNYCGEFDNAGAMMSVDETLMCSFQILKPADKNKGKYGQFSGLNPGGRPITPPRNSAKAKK
Fh CTSL1 inh = counter-screen for PFM18AAP inhibitors: inhibitors of F. hepatica cathepsin L1; recombinant F. hepatica cathepsin L1, Z-Leu-Arg-MCA fluorescence; inhibition, % at 5.96 µM; 300,000 compounds, 0.49% hits; AID 1906;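 active = inhibition above the mean of all tested compounds plus 3 SD, set per screening campaign, cut at about 17% in these data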;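 note: 0% = plate median of test compound wells and 100% = 1 µM Z-Phe-Ala-diazomethylketone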
HCV core dimer = blocks dimerization of HCV core protein | TR-FRET GST/Flag-core106 dimerization, 1536-well | inhibition, % at 5 µM | 300,000 compounds, 0.33% hits | AID 1899;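 active = inhibition above the mean of all tested compounds plus 3 SD, set per screening campaign, cut at about 45% in these data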
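assay system = GST-tagged and Flag-tagged HCV core protein residues 1-106 | controls = unlabelled core106 and no-GST-core106 wells | incubation = compound-protein-antibody incubation 4 h at 22.5 °C | probe or stimulus = Eu donor and XL665 acceptor anti-tag antibodies | read-out = % inhibition based on acceptor/donor emission ratio | signal = TR-FRET 671 and 617 nm emission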
* marks the source's active call; other numbers are inactive results; · = not tested or not shown; & = joins results of further samples.

Value order – ZTA counter, EBNA-1 inh, TPT1 inh, Yeast superoxide, PP5 inh, GASC-1 inh, PP1 counter, Fh CTSL1 inh, HCV core dimer
> Cc1cc(C(=O)NP(=O)(N2CCOCC2)N2CCOCC2)c(C)n1-c1ccc(N(C)C)cc1
→ 4, -1, -3, 104, 2.1, -18, 3, 13, -4
> CCCc1nc2ccccc2c(=O)n1NC(=O)c1c(O)c2cccc3c2n(c1=O)CCC3
→ -4, 1, -2, 103, -1.6, 3&-3, 0, 2, 4
> Brc1ccc(OCCOc2cccc3cccnc23)cc1
→ 2, 21, 0, 99, 0.4, 2, -4, 3, 4
> COc1ccc(-c2noc(CCC(=O)NCCCN3CCC(Cc4ccccc4)CC3)n2)cc1
→ 4, 3, -1, 97, 0.7, -5, -1, -1, -12
> COc1ccc(CC(=O)NCC(=O)N/N=C(/C)c2ccco2)cc1
→ -2, 0, 1, 97, 0.6, 9, -4, -2, -5
> CCc1ccc(NC(=O)c2cnccn2)cc1
→ -11, 10, -1, 99, -1.1, 11, 0, -1, -9
> CC1(O)CC(c2ccc(Cl)cc2)=NN1C(=O)c1ccc(Cl)cc1 (stereo not drawn)
→ 24, 7, 2, 102, 3.1, 7, 2, 0, 6
> Nc1nccc(-c2cc(-c3ccc(Cl)cc3Cl)no2)n1
→ -8, -2, -7, 92, 3.2, 12, 1, -3, -4
> CC1=CC2=NC(=O)/C(=C/c3cccn3Cc3ccccc3)C(=N)N2O1
→ -6, -12, 0, 114, 0.4, 3, 1, 0, 3
> COc1ccc(NC(=O)CCOc2ccc(C)cc2)cc1S(=O)(=O)N1CCOCC1
→ 11, ·, ·, 141, 0.3, -3, -3, ·, ·
> N#C/C(=C\c1ccc(O)c(O)c1)C(=O)N1CCc2ccccc21
→ 0, 5, 36*, 102, 4.2, -1, 1, 8, -6
> CCN(CC)C(=O)CSc1nnc([C@@H](N)Cc2ccccc2)o1
→ 16, 7, -4, 91, -1.1, 2, -5, 44*, 2
> CCCN1C2CCCC1CC(NC(=O)NC1CCCCC1)C2 (stereo not drawn)
→ 11, 9, 0, 96, -2.0, 6, -3, 0, 3
> CC(C)(C)NC(=O)NC(=O)COC(=O)c1cccc(NS(=O)(=O)c2ccc(F)c(F)c2)c1
→ -12, 1, 4, 93, 0.7, 5, -3, -2, -2
> O=C(CS(=O)(=O)c1cccc(Cl)c1)Nc1ccccc1Cl
→ -4, -12, 0, 113, 1.3, -4, -3, -3, -2
> COc1ccc(CNCc2ccc(C)cc2)c(OC)c1
→ -1, 0, -1, 97, 1.1, 4, 4, 0, -3
> CCOc1ccc(NC(=O)C2C3C=CC4(O3)C2C(=O)N(Cc2cccnc2)C4C(=O)NC2CCCCC2)cc1 (stereo not drawn)
→ 4, -1, -1, 96, 0.3, 3, 0, -1, 8
> CC(C)Cc1nc(N2CCOCC2)c(C#N)c2c1COC(C)(C)C2
→ 5, -4, -2, 116, -0.9, 3, 0, 6, 8
> CSc1nc2nc3c(cc2c(=O)n1-c1ccccc1C)CCCC3
→ -2, -3, -1, 94, -0.8, 1, 0, -8, 4
> CC1CCCN(CC(O)COc2ccc(-c3ccccc3)cc2)C1 (stereo not drawn)
→ 6, 2, -3, 98, -1.2, -9, -3, 10, 5
> COC(=O)c1ccccc1C(=O)N1CCOCCN(C(=O)c2ccccc2C(=O)OC)CCOCC1
→ 4, 1, -1, 102, 0.1, -23, 0, 4, -4
> O=C(CCCSc1nc2ccccc2[nH]1)Nc1nnc(-c2ccccc2)o1
→ 11, 7, 4, 97, 0.1, 3, 0, -3, -1
> Cn1cccc1C(=O)NC(=O)COC(=O)CC12CC3CC(CC(C3)C1)C2
→ -13, 6, -6, 97, 1.7, 9, -2, -1, 9
> COc1ccc2[nH]c(=O)c(CN(C)C(=O)COc3ccccc3)cc2c1
→ 13, -4, 1, 105, 3.8, -6, -2, -3, 8
> NC(=O)NC(=O)COC(=O)c1ccc(Cl)c(S(=O)(=O)N(Cc2ccccc2)c2ccc(Cl)cc2)c1
→ -2, -2, 0, 94, 1.8, -3, 4, 0, 14
> O=C(Nc1nnc(-c2cccs2)o1)c1cccc(F)c1
→ 4, 1, -1, 99, 2.4, -14, 1, 0, -2
> COc1ccc(S(=O)(=O)N2CCN(c3ncccn3)CC2)cc1OC
→ 8, 4, 1, 109, -2.6, 4, 0, 1, -17
> CCc1ccc(-c2cc(C)no2)cc1S(=O)(=O)N1CCN(c2ccccc2F)CC1
→ 13, 5, -2, 118, -1.5, 4, -3, -2, 8
> O=C(NNC1=Nc2cccc3cccc1c23)c1ccc(Br)cc1
→ 10, -3, -22, 85, 2.9, -43, 5, 2, -18
> Cc1ccc(S(=O)(=O)NC(=NCC(=O)O)c2ccc(F)cc2)cc1
→ -3, -11, 0, 122, 1.6, -3, 0, -2, 3

Next section:
Value order – ZTA counter, EBNA-1 inh, TPT1 inh, Yeast superoxide, PP5 inh, GASC-1 inh, PP1 counter, Fh CTSL1 inh, HCV core dimer
> COCCCN(C(=O)Cc1ccc(Cl)c(Cl)c1)c1c(N)n(Cc2ccccc2)c(=O)[nH]c1=O
→ 0, 0, -4, 105, -0.1, 22, -4, -7, -3
> O=C(Nc1ccc2nc(C3CC3)n(Cc3ccccc3)c(=O)c2c1)C1CC1
→ -8, -3, -5, 108, -0.3, -9, 2, 13, 1
> COc1ccc(S(=O)(=O)N2CCN(S(=O)(=O)c3ccc4c(c3)OCCO4)CC2)cc1
→ -8, -1, -6, 95, -7.4, -4, -1, 15, 1
> O=C1OCCC1Sc1nnnn1-c1ccc(Cl)cc1 (stereo not drawn)
→ -18, -11, 0, 104, -0.5, 3, -3, 10, -4
> O=C(NCCNC(=O)c1ccc(Cl)cc1Cl)c1ccccn1
→ 3, -10, 0, 92, 0.6, -27, 0, 1, -3
> Cc1cccc(C(=O)OCCN2CCOCC2)c1
→ -5, -3, 1, 99, 1.6, 1, 0, -3, -5
> O=C(O)/C(=C\c1cccs1)c1ccccc1
→ 8, 3, -2, 92, 0.1, -6, 4, 2, 5
> O=C(Nc1cnn(Cc2ccc(Cl)cc2)c1)c1ccc([N+](=O)[O-])cc1
→ 2, -9, 0, 95, 3.3, 0, 1, -1, 4
> Cc1nc2ccc(NC(=O)N3CCC(c4ccccc4)C3)cc2nc1C (stereo not drawn)
→ 11, 10, 3, 106, 0.3, 4, -5, 4, 2
> O=C1C(C2=NC(C(=O)O)C3C(=O)N(c4ccc(Cl)cc4)C(=O)C23)=C(O)c2ccccc21 (stereo not drawn)
→ -4, -1, -1, 107, 0.5, 1, 2, -1, 3
> CNc1snc(C)c1C(=O)OCC(=O)N(C)Cc1ccccc1
→ -10, ·, ·, 104, 2.2, 0, -2, ·, ·
> Cc1ccc2sc(NC(=O)CSc3nc(C)cc(C)c3C#N)nc2c1
→ 38*, 11, 0, 91, 1.0, -1, -1, -2, 5
> CC(C)(C)/C(COc1ccccc1[N+](=O)[O-])=N/O
→ 8, 0, 2, 111, 3.8, 12, 2, 1, 0
> Cc1ccc(N(CC(=O)NC2CCCCC2C)S(=O)(=O)c2c(C)nn(C)c2C)cc1 (stereo not drawn)
→ -4, 13, 0, 111, 2.6, 17, 1, 3, 8
> S=C(NCc1ccc(Cl)cc1)NC1CCN(Cc2ccccc2)CC1
→ -24, -3, -3, 98, 4.8, -1, 1, -4, -3
> COC(=O)c1cn(NC(=O)c2cccc(OC)c2)c(=O)c2ccccc12
→ 5, -9, -1, 99, 1.4, -4, 2, 0, 3
> Cc1n[nH]c(C)c1S(=O)(=O)NCCc1ccc(Cl)cc1
→ 2, -2, 0, 114, 2.0, 4, -6, -2, 3
> O=C(CSCc1c(Cl)cccc1Cl)Nc1ccccc1C(=O)N1CCOCC1
→ -1, -2, 2, 110, -1.5, 2, -3, 1, -1
> CN(C(=O)COc1ccc2c(-c3ccccc3)cc(=O)oc2c1)C1CCS(=O)(=O)C1 (stereo not drawn)
→ 13, 11, -4, 103, -0.7, -1, -2, 3, 1
> COc1ccc(S(=O)(=O)N2CCCC(C(=O)N3CCCCCC3)C2)cc1 (stereo not drawn)
→ 3, -4, 2, 110, -0.4, 26, 1, -4, 0
> COC(=O)c1ccc(COC(=O)c2cc3ccccc3oc2=O)cc1
→ 9, 13, 1, 89, -2.4, 0, -3, 7, 5
> CC1CCN(S(=O)(=O)c2ccc(NC(=O)CNC3CCCCC3)cc2)CC1
→ 8, -4, -2, 93, 0.8, 1, 0, -4, -5
> Cc1occc1C(=O)N1N=C(C2CC2)CC1(O)C(F)(F)F (stereo not drawn)
→ -17, 4, -3, 92, 1.7, 3, -3, -2, 0
> CCCn1c(N)c(C(=O)CN(C)CC(=O)Nc2ccccc2CC)c(=O)[nH]c1=O
→ -5, ·, ·, 96, 0.3, -5, 2, ·, ·
> CC(C)CCNC(=O)CC1C(=O)N(Cc2ccccc2)C(C)c2nc3ccccc3n21 (stereo not drawn)
→ 1, -1, -5, 97, 3.0, -3, -1, -1, -4
> O=S(=O)(Cc1ccccc1)N1CCn2c(nc3ccccc32)C1
→ -5, 3, -2, 79, -2.0, 0, -2, -1, 20
> CC1CC(C)CN(CCCSc2ccccc2)C1 (stereo not drawn)
→ 7, 1, -1, 92, 0.8, 0, -1, 3, -7
> O=c1[nH][nH]c(-c2ccccc2)c1C=Nc1ccc(F)cc1F
→ -11, 3, 1, 107, 2.2, 2, -2, 0, -4
> Cc1ccc(C(=O)n2nnc3ccccc32)cc1
→ -4, 5, -6, 92, 1.9, 3, 0, 0, -8
> CCC(C)NC(=O)CN1C(=O)NC2NC(=O)NC21 (stereo not drawn)
→ -6, 0, 2, 103, -3.4, 10, -9, -1, -2

The list continues.
Value order – ZTA counter, EBNA-1 inh, TPT1 inh, Yeast superoxide, PP5 inh, GASC-1 inh, PP1 counter, Fh CTSL1 inh, HCV core dimer
> CC(C)CC(c1nnnn1C1CCCC1)N1CCN(C(=O)c2ccco2)CC1 (stereo not drawn)
→ 4, 3, 1, 94, -0.8, -8, 1, 0, 4
> c1ccc(OCc2nnc3sc(-c4cccs4)nn23)cc1
→ -2, -5, 6, 119, 4.3, 1, 1, 0, 19
> CCOc1cc(/C=C2/C(=O)NN(c3cccc(Cl)c3)C2=O)ccc1O
→ 2, 0, 43*, 105, 0.7, -2, 2, 1, 13
> Cc1nc(N2CCC(C)CC2)c2c(C)c(C(=O)O)sc2n1
→ -18, 1, 0, 109, -0.2, 15, -2, 2, 7
> COc1cccc(Nc2ccc(-n3ccnc3)nn2)c1
→ -11, -14, 0, 104, 0.8, 2, -2, -7, 1

Screening results from PubChem BioAssay.
